WT yeast gro inh – growth inhibition of WT yeast, mitochondrial fusion screen; mitochondrial fusion phenotypic screen, WT strain; hit rate 2.1% among 190,000; AID 1362; inhibition, % at 10 µM; in the data active means inhibition above about 58%; tested in S. cerevisiae
TNAP activation fold – human TNAP enzyme activators, primary screen, biochemical, luminescent, no phosphate acceptor, uHTS (AID 1001); hit rate 0.03% among 200,000; purified TNAP, luminescent activation assay, no phosphate acceptor; higher activation fold means a stronger effect; one-dose activation fold at 20 µM; EC50 in µM for titrated hits; in the data active means activation fold from about 3, or a potency from the dose series; inactive means the rest, 99 in 100 with activation fold below about 1.6; further: many of its hits are not listed in these tables
human PMI inhibitors – MPI inhibition at elevated mannose 6-phosphate – biochemical, fluorescence intensity, high mannose 6-phosphate, primary screen (AID 1220); inhibition, % at 20 µM, or IC50 in µM where a hit was titrated; hit rate 0.66% among 190,000; recombinant PMI enzyme, coupled fluorescence intensity; higher % means a stronger effect
XIAP antagonists – small molecules displacing peptide from XIAP – biochemical, IAP family, fluorescence polarization (AID 1018); XIAP BIR domain, fluorescence polarization peptide displacement; higher % means a stronger effect; displacement, % at 20 µM, or IC50 in µM where a hit was titrated; hit rate 0.007% among 200,000; in the data active means displacement above about 50%; further: a part of the inactive calls stands beside numbers as strong as those of hits
PMI inhibitors – MPI enzyme activity inhibition – biochemical, fluorescence intensity, coupled assay, primary screen (AID 1209); purified PMI enzyme, coupled fluorescence intensity; higher % means a stronger effect; hit rate 0.42% among 190,000; inhibition, % at 20 µM, or IC50 in µM where a hit was titrated;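 further: plate controls were DMSO vehicle for no effect and wells lacking substrate for full effect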
M1AAP inhibition – P. falciparum M1AAP inhibitors, biochemical, fluorogenic H-Leu-NHMec substrate, 1536-well (AID 1445); recombinant M1AAP, H-Leu-NHMec fluorogenic kinetic assay; higher % means a stronger effect; inhibition, % at 30 µM; hits with a dose series show IC50 in µM; hit rate 0.42% among 220,000;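 active means primary inhibition above the hit cutoff, then over 50% inhibition at one or more dose response concentrations, cut at about 23% in these data, passing the limit was not always enough; inconclusive means conflicting primary data, or primary hits not chosen for dose response; inactive means low primary inhibition, or under 50% at every dose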;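 further: plate controls were DMSO full reaction for no effect and no enzyme background for full effect; strong numbers were not always called active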
P. falciparum M17LAP – P. falciparum M17LAP inhibitors, primary screen, biochemical, fluorogenic H-Leu-NHMec substrate, 1536-well (AID 1619); recombinant M17LAP, H-Leu-NHMec fluorogenic kinetic assay; higher % means a stronger effect; one-dose inhibition, % at 30 µM; IC50 in µM for titrated hits; hit rate 0.38% among 220,000;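 active means compound inhibiting the enzyme by more than half at any dose during confirmatory dose-response retesting; inconclusive means strong single-dose inhibitors picked by rank but not retested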;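 further: plate controls were full reaction with DMSO carrier for no effect and no enzyme background for full effect; strong numbers were not always called active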
Yfh1-off respiration – enhancers of respiration in Yfh1-depleted yeast, dose response, Friedreich's ataxia, plus single-dose screen (AID 1465) | S. cerevisiae Yfh1-off respiration, WST-1 reduction, 72 h; higher fold induction means a stronger effect | fold induction at 50 µM, or EC50 in µM where a hit was titrated | hit rate 0.074% among 220,000;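 active means fold induction of absorbance versus untreated yeast above a set limit, then at least 30% activation at any dose in follow-up; inconclusive means repeats straddling the limit, or above it without dose testing; inactive means fold induction below the set limit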;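 further: activators that raise dye reduction in frataxin-depleted yeast; strong numbers were not always called active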
LYP phosphatase – PTPN22 lymphoid phosphatase activity blockers – biochemical, fluorescence intensity, uHTS (AID 1779) | recombinant LYP phosphatase, fluorescence intensity; higher % means a stronger effect | one-dose inhibition, % at 11.5 µM; IC50 in µM for titrated hits | hit rate 0.054% among 290,000;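 further: plate controls were vehicle with enzyme for no effect and no enzyme for full effect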
WT yeast gro inh mutant strain – second read-out of WT yeast gro inh, no call of its own (marks repeat the call); inhibition, %; mitochondrial fusion phenotypic screen, mutant strain inhibition
The depositor's hits bear a star; i = inactive; ? = inconclusive; nt = no result given; & = joins results of further samples. Unless noted, no stated cut-off is given here; in the data, active means inhibition above about 50%; inactive means the rest.

SMILES	WT yeast gro inh	WT yeast gro inh mutant strain	TNAP activation fold	human PMI inhibitors	XIAP antagonists	PMI inhibitors	M1AAP inhibition	P. falciparum M17LAP	Yfh1-off respiration	LYP phosphatase
CCNc1nc(NC(C)C)nc(N(C#N)CCOc2ccccc2)n1	15	32	1	-10%	-3.3%	-1%	1%	2%	i	-2%
CCN(CC)c1ccc(NC(=O)Nc2cccc(C(C)=O)c2)cc1	11	16	1.1	34%	-3.7%	34%	4%	11%	i	0%
N#Cc1c(-c2ccco2)nc(NCC2CCCO2)[nH]c1=O (stereo not given)	18	19	1.1	-2%	-1.2%	0%	4%	1%	i	4%
Cc1ccccc1OCC(=O)Nc1ccc2c(c1)OCCO2	nt	nt	nt	nt	nt	nt	6%	-5%	i	0%
Cn1c(=O)c2c(nc(N3CCOCC3)n2C)n(C)c1=O	-15	-8	1.1	15%	-4.2%	17%	0%	-11%	i	-5%
COc1cc(/C=N/O)c(Br)cc1OCC(=O)Nc1ccccc1C	-4	-12	1.1	-9%	-1.0%	-8%	2%	-4%	i	-7%
CCOC(=O)c1ccc(S(=O)(=O)NNC(=O)COc2cccc(C)c2)cc1	1	1	1.1	-8%	-4.1%	11%	2%	7%	i	-6%
CCc1cc2c3c(c1)C(C)CC(C)(C)N3C(=O)/C2=C1\SC(=O)NC1=O (stereo not given)	nt	nt	nt	nt	nt	nt	20%	5%	i	2%
O=C(COC(=O)CCC(=O)c1ccc(Cl)cc1)NC1CC1	10	-2	1	-3%	-7.7%	-17%	0%	11%	i	-9%
Cc1nn(CC(=O)O)c(C)c1N	nt	nt	nt	nt	nt	nt	-4%	-1%	i	-5%
COc1ccc(CCNC(=O)Cn2c(=O)n(Cc3ccco3)c(=O)c3ccc(Cl)cc32)cc1OC	1	6	0.9	-4%	-6.8%	3%	1%	2%	i	8%
C/C(=N\NC(=O)CNc1cccc(Cl)c1C)C1CC1	-5	-12	1.1	-3%	-3.8%	-1%	5%	-6%	i	-4%
Cc1cc(C)cc(OCC(=O)NCc2cc(C)nc3ccccc23)c1	-2	3	1.1	-1%	-4.3%	3%	6%	6%	i	-12%
COc1ccc(N2CCN(c3nc(=S)n(-c4ccccc4)c(C)c3C(C)=O)CC2)cc1	10	16	1.1	13%	-1.1%	16%	2%	10%	i	2%
CN(C)CCn1c(=O)n(-c2ccc(F)cc2)c(=O)c2c3c(sc21)CCCCC3	nt	nt	nt	nt	nt	nt	-4%	-9%	i	-1%
CCOc1cc(NC(=O)c2ccco2)c(OCC)cc1NC(=O)c1cc(OC)c(OC)c(OC)c1	-3	-20	1.1	4%	-1.8%	8%	3%	-11%	i	-7%
O=[N+]([O-])c1ccc2nc(-c3ccccc3)n(OCc3ccc(Cl)cc3)c2c1	20	25	1	-17%	-3.3%	-20%	13%	2%	i	-2%
COc1cccc(/C=N/NC(=O)c2[nH]c(C)c(C(=O)N/N=C/c3cccc(OC)c3O)c2C)c1O	-3	-6	2.9	4%	-11%	9%	-11%	18%	i	15%
Cc1ccc(N2C(=O)C3C4C=CC(CNC(=S)N5CCN(c6ccccn6)CC5)(O4)C3C2=O)cc1 (stereo not given)	22	7	1	-34%	-4.5%	-25%	2%	-2%	i	-8%
O=C(Nc1ccc(C(=O)O)cc1)/C(=C\C=C\c1ccccc1)NC(=O)c1ccc(Br)cc1	2	2	0.9	-10%	-3.6%	-9%	13%	48%	i	13%
O=c1/c(=C\c2cccn2-c2ccccc2)sc2nc3ccccc3n12	6	8	1.1	-10%	-3.5%	-4%	1%	-1%	i	-8%
COc1ccc(Cc2n[nH]c(=S)n2N)cc1OC	-18	-1	1	43%	-4.4%	32µM*	-1%	-17%	i	-2%
CCCCCNC(=O)CC1Nc2c3ccccc3nc(=S)n2C1=O (stereo not given)	2	8	1.1	-8%	-4.1%	-4%	5%	16%	i	-2%
CCC(C)(C(=O)NC1CCCC1)N(Cc1ccco1)C(=O)c1ccc2c(c1)OCO2 (stereo not given)	2	8	1.1	4%	-8.5%	4%	2%	11%	i	-8%
O=C1CSc2ccc(C(=O)NCCC3=CCCCC3)cc2N1	-2	8	1.1	-6%	-2.3%	-5%	4%	2%	i	-4%
Following part
SMILES	WT yeast gro inh	WT yeast gro inh mutant strain	TNAP activation fold	human PMI inhibitors	XIAP antagonists	PMI inhibitors	M1AAP inhibition	P. falciparum M17LAP	Yfh1-off respiration	LYP phosphatase
Cc1cc(C(=O)Nc2ccc3c(c2)OCCO3)co1	6	5	1.1	4%	-8.6%	8%	-1%	9%	i	-3%
CCOC(=O)c1ccc(-n2cncn2)nc1	-1	-16	1.1	2%	-1.0%	1%	3%	-3%	i	-4%
CCCCn1c(=S)[nH]c2ccccc2c1=O	5	9	1.1	14%	-19%	8%	12%	18%	i	1%
O=C(NCCc1ccccc1)c1cnc2ccccn2c1=O	-1	-6	1.1	-6%	-7.1%	1%	12%	-160%	i	-18%
CC(C)c1ccc(N(C(=O)c2csnn2)C(C(=O)NC(C)(C)C)c2cccnc2)cc1 (stereo not given)	2	-9	1.1	-8%	1.2%	-3%	0%	8%	i	-7%
Cc1ccc(CN2C(=O)CCC2C(=O)NCc2ccccc2Cl)cc1 (stereo not given)	10	-2	1.1	7%	-3.5%	9%	-2%	-6%	i	-9%
Cc1cc(/C=c2\sc3nc4ccccc4n3c2=O)c(C)n1-c1ccc(C(=O)O)cc1	8	-2	0.9	20%	-11%	3%	10%	1%	i	8%
O=C(Nc1ccc2nc(-c3ccco3)c(-c3ccco3)nc2c1)NC1CC1	-11	5	1	-1%	-0.5%	-33%	16%	48%	nt	14%
CC(C)C1S/C(=N/N=C/c2ccco2)NC1=O (stereo not given)	33	-1	1.1	-5%	-7.8%	0%	13%	20%	i	-7%
N#CC(=C=[N-])c1nc2ccccc2nc1-[n+]1ccccc1	2	11	0.9	2%	-3.9%	-2%	6%&2%	-2%&-8%	?	-2%&-1%
Cc1onc(-c2ccccc2Cl)c1C(=O)Nc1sc2c(c1C(N)=O)CCC(C)C2 (stereo not given)	69*	8.1*	1.1	10%	-21%	6%	8%	9%	nt	4%
O=C(O)c1cc(-c2ccc(Cl)s2)nc2ccccc12	-2	4	1.1	-14%	-6.8%	-38%	18%	-22%	i	-2%
CCOC(=O)C(C)Sc1nc(-c2ccco2)cc(C(F)(F)F)c1C#N (stereo not given)	36	17	1.1	1%	0.7%	-9%	4%	9%	i	-2%
CCOC(=O)c1c(NC(=O)CSc2nncn2C)sc(C)c1C	-15	-5	0.9	-5%	-9.4%	-1%	-2%	4%	nt	-5%
c1ccc(-n2cc(CN3CCCC(CN4CCCC4)C3)c(-c3ccc4c(c3)OCO4)n2)cc1 (stereo not given)	-10	-2	1.1	-4%	-3.3%	-4%	6%	-15%	i	-16%
Cc1nc2c(C(=O)N3CCCC3)cnn2c(C)c1Cc1c(F)cccc1Cl	1	12	1.1	2%	-4.0%	2%	-1%	1%	i	-3%
NC(=S)N=Nc1c(O)[nH]c2ccc(F)cc12	-3	0	0.7	-6%	-8.7%	9%	15%	2%	i	-4%
COc1ccc(Br)cc1S(=O)(=O)N1CCN=C1C	4	0	1.1	-2%	-0.5%	-2%	1%	11%	i	-6%
Cc1cc(C)nc(SCc2cn3c(C)cc(C)nc3n2)n1	nt	nt	nt	nt	nt	nt	-2%	-37%	i	-11%
Cc1oc(CC(C)C)c(CN)c1C(=O)O	2	3	1.2	-5%	1.0%	-6%	-2%	2%	i	-10%
Cc1ccccc1CSc1ccc(-c2ccc3c(c2)OCO3)nn1	35	11	1	7%	-9.2%	9%	0%	-27%	i	-5%
CCOC(=O)C1CCN(C(=O)c2cc3cc(Br)ccc3oc2=O)CC1	-8	-3	0.9	-5%	-6.3%	3%	1%	-2%	i	-5%
COC(=O)[C@@H](NC(=O)NCc1ccc(F)cc1)C(C)C	-7	22	1.1	-6%	-8.8%	2%	17%	3%	i	-6%
CCc1nnc(NC(=O)CSc2nnc(COc3cccc(C)c3)o2)s1	-33	-7	1.1	0%	-3.6%	7%	-9%	20%	i	-6%
CCOC(=O)NN1C(=O)c2ccccc2NC12CCCC2	10	1	1.1	-3%	-3.4%	-6%	33µM*	-13%	i	-12%
(listing goes on)
SMILES	WT yeast gro inh	WT yeast gro inh mutant strain	TNAP activation fold	human PMI inhibitors	XIAP antagonists	PMI inhibitors	M1AAP inhibition	P. falciparum M17LAP	Yfh1-off respiration	LYP phosphatase
CC1CCN(c2c(NCC3CCC(C(=O)NCc4ccc(F)cc4)CC3)c(=O)c2=O)CC1 (stereo not given)	nt	nt	nt	nt	nt	nt	8%	4%	i	0%
O=C(CCCOc1ccccc1)NCc1ccco1	41	-5	1.1	11%	-5.2%	14%	-8%	-1%	i	-6%
CCCn1c(=O)c(C(=O)Nc2ccccc2C(=O)OCC)c(O)c2ccccc21	1	-8	1	0%	-0.5%	1%	-2%	5%	i	2%
CCOC(=O)C(C)n1cnc2c1c(=O)[nH]c(=O)n2C (stereo not given)	-11	-9	1.1	-1%	-12%	-4%	0%	-13%	i	-2%
Cc1ccc(OC(=O)COc2ccccc2)c(-n2nc3ccccc3n2)c1	9	23	1.2	-3%	-1.9%	0%	-4%	11%	i	-1%
S=c1[nH]ccn1-c1cccc(Cl)c1	7	12	2.4	-9%	-0.5%	-7%	5%	12%	i	-4%
CCOC(=O)CNC(=O)CN1C(=O)CCS(=O)(=O)c2ccccc21	-13	3	1	0%	-2.4%	-4%	5%	8%	i	4%
Cc1ccc(C(=O)N/C(=C\c2cccs2)C(=O)NCCc2c[nH]c3ccccc23)cc1	-2	8	1	6%	-6.0%	17%	1%	16%	i	-6%
O=C(O)C1CC1C(=O)N1CCN(c2ccc(Cl)c(Cl)c2)CC1 (stereo not given)	-3	-14	1.1	4%	-4.5%	8%	-3%	1%	i	-8%
Cc1ccc(NS(=O)(=O)c2ccc(C(=O)N3CCN(c4ncccn4)CC3)cc2)cc1	1	14	0.9	-4%	-2.3%	-16%	5%	1%	i	-6%
O=C1NC2(CCCCC2)N=C1c1ccc(Br)cc1	-10	8	1	4%	-5.8%	2%	0%	5%	i	3%
CCOC(=O)CC(=O)CSc1nc2nc(C)cc(C)n2n1	-18	-3	1.1	18%	-5.4%	20%	3%	12%	i	2%
CC(C)CC[n+]1ccn(C2=C([O-])c3ccccc3C(=O)/C2=N\S(=O)(=O)c2ccccc2)c1	6	-6	0.9	47%	-1.0%	9%	10%	11%	i	-2%
COCC(=O)NNC(=O)Cc1ccc(Cl)cc1	-14	0	1.2	1%	-2.6%	11%	6%	4%	i	-9%
CCc1nnc(SCC(=O)Nc2ccc3c(c2)OCO3)o1	13	-1	1.2	-1%	0.1%	5%	-1%	12%	i	-8%

High-throughput results: PubChem, several laboratories
